RXFP1 antag: blocks the human relaxin receptor RXFP1 | AID 1259400 | HEK293-RXFP1, relaxin-stimulated cAMP HTRF, 30 min; active compounds read low | activity change, negative = inhibition, % at 57.5 µM | hit rate 0.59% among 350,000;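 active = activity change of -60% or lower, but not beyond a set lower limit; inconclusive = change between -60% and -40%, or beyond the set limit; inactive = change above -40%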; also: % is scaled to controls: 0 for no effect and ±100 for the full control effect
Target sequence (Q9HBX9 whole entry, looked up): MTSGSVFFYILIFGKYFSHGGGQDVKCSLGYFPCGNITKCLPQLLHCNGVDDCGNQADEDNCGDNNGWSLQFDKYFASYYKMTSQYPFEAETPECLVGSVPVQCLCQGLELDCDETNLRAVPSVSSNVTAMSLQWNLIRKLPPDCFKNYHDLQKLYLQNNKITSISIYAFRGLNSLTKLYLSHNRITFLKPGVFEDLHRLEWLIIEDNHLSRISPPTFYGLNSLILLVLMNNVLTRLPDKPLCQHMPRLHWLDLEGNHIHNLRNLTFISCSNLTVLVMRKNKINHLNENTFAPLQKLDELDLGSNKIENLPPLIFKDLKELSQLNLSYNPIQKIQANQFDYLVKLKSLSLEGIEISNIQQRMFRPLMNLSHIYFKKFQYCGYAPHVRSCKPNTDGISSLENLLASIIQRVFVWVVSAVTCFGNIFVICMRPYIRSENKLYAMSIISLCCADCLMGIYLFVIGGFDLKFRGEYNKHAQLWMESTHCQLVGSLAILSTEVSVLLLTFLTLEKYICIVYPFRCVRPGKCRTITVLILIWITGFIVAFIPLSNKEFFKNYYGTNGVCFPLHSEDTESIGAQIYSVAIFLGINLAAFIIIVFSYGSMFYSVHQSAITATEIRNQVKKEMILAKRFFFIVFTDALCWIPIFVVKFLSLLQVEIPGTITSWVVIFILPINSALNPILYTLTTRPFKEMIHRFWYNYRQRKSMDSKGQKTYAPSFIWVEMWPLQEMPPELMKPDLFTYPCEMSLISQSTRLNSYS
RXFP1 ag: activates the human relaxin receptor RXFP1; AID 2676; HEK293T-RXFP1 cAMP TR-FRET, 30 min; response scale: percent of porcine relaxin response, buffer zero; hit rate 0.3% among 370,000; Q9HBX9; Potency, µM (series often up to 57.5 µM), inactives show at the highest dose activation, most hits filed as activators; also: potency is read from the fitted curve at half-maximal effect; % is scaled to controls: 0 for no effect and ±100 for the full control effect; nearly all actives have a fitted effect of over 60% in size; many of its hits are not listed in these tables
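cAMP rise read by TR-FRET after 30 min, 37C compound exposure (up to 58 uM) in RXFP1-transfected HEK293 cells with Ro 20174 present. EC50 from Hill-equation fits, with 29 nM porcine relaxin as 100% and buffer as basal.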
D1 potentiator: human D1 dopamine receptor positive modulation | P21728 | HEK293 TREx D1 cells, calcium flux, dopamine EC20 potentiation | potentiation, % at 10 µM | hit rate 0.036% among 360,000; in the data active = potentiation above about 30%; also: 0% is about no effect
Vif-A3F inh: inhibitors of Vif-A3F interaction | AID 602313 | Potency, µM (series often up to 46.1 µM), for the others: top-dose activity, negative = active | HeLa A3F-eYFP + Vif (tagged APOBEC3F with the HIV-1 protein that degrades it), YFP fluorescence increase | hit rate 0.2% among 390,000; also: potency is read from the fitted curve at half-maximal effect; % of control where 0% means no effect; nearly all actives have a fitted effect of over 65% in size
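HeLa cells stably expressing Vif plus C-terminally eYFP-tagged A3F were seeded, incubated overnight at 37 deg C, dosed with compound, incubated overnight again at 37 deg C. Yellow fluorescence (Ex 488/Em 500-530) reported blocked Vif-mediated A3F-eYFP degradation.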
GRP78 ERSR act: ER stress response induction in glioma; U87-MG GRP78 promoter luciferase reporter, 16 h; Potency, µM, for inactives: at the highest dose activation, usual class: activators; hit rate 0.02% among 420,000; AID 602332; also: potency is read from the fitted curve at half-maximal effect; series mostly up to about 76 µM; % of control where 0% means no effect; nearly all actives have a fitted effect of over 35% in size
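Stably transfected U87-MG human glioma cells carrying a GRP78-based luminescent sensor were seeded at 1000 cells/well, pin-dosed with compounds and incubated 16 h. Luciferase reagent was then added, and end-point luminescence was read after 10 min at room temperature.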
D1 antagonist: blocks dopamine activation of the human D1 receptor; activity change, negative = inhibition, % at 10 µM; hit rate 3.2% among 360,000; HEK293 TREx D1 cells, calcium flux, dopamine EC80; active compounds read low; P21728; in the data active = activity change below about -30%; also: % is scaled to controls: 0 for no effect and ±100 for the full control effect
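Cells carrying a force-coupled, tetracycline-inducible human D1 receptor report calcium flux. Each well gets a 10 s baseline, compound with 180 s monitoring, then an EC80 dopamine stimulus with a second 180 s kinetic read.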
Vif-APOBEC3G blk: Vif-A3G binding inhibition. Q9HC16. HeLa A3G-eYFP + Vif (tagged APOBEC3G with the HIV-1 protein that degrades it), YFP fluorescence, overnight. Potency, µM (top dose mostly 46.1 µM), inactives show at the highest dose activity, negative = active, actives largely listed as inhibitors. hit rate 0.076% among 410,000. AID 602310;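 also: potency is read from the fitted curve at half-maximal effect; % is scaled to controls: 0 for no effect and ±100 for the full control effect; nearly all actives have a fitted effect of over 60% in size; hits raise eYFP signal because A3G escapes Vif-driven loss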
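Read-out is eYFP fluorescence (Ex 488/Em 500-530) from Vif-expressing HeLa A3G-eYFP cells; more signal means A3G escaped Vif-mediated degradation. Cells plated overnight, compound pinned in, incubated overnight at 37 deg C.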
D1 ag: agonists of human D1 dopamine receptor; P21728; HEK293 T-REx D1 cells, calcium flux, agonist mode; activation, % at 2 µM; hit rate 1% among 360,000; AID 504660; in the data active = activation above about 30%; also: 0% is about no effect
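Tetracycline-induced HEK293 TREx D1 cells, force-coupled to calcium signalling, were dye-loaded with a no-wash calcium kit. Compound was pin-added after a 10 s baseline. Fluorescence was read kinetically at 1 cycle/s for 180 s, with calcium rises flagged as agonism.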
D2 PAM: D2 dopamine receptor (human) potentiation; P14416; HEK293 T-REx D2, calcium flux, EC20 dopamine potentiation; potentiation, % at 10 µM; hit rate 0.34% among 340,000;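 active = potentiation over 3 SD above the plate norm, cut at about 30% in these data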; also: 0% is about no effect
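Potentiation of an EC20 dopamine calcium response is measured in a force-coupled, tetracycline-inducible Hek293 Trex D2 line. Compound-only kinetic reads over 180 s flag agonists before dopamine addition.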
* = called active by the depositor; u = inconclusive; x = not tested or not shown; & = joins results of further samples. Unless noted, calls follow the shape of the dose curve; as a rule, active = well fitted curve in the direction sought with a large enough effect; inconclusive = small, poorly fitted or top-dose-only effect, or another doubt; inactive = no such curve, though single readings can be large; an effect the other way counts as inactive or inconclusive. An excerpt; the hit share may differ from the screen's.

SMILES	RXFP1 antag	RXFP1 ag	D1 potentiator	Vif-A3F inh	GRP78 ERSR act	D1 antagonist	Vif-APOBEC3G blk	D1 ag	D2 PAM
CC(C)Cc1nn2c(=O)cc(COC(=O)c3ccccc3NC(=O)C3CCCCC3)nc2s1	8	1.6%	0	-12%	-2%	-7	5%	-1	6
COC(=O)c1cccc(NC(=O)CC2C(=O)NCCN2C(=O)c2ccc(F)cc2F)c1 (stereo not drawn)	-19	-0.2%	-8	17%	-7%	5	1%	1	0
CCOc1ccc(/C=C/C(=O)N(CC)CC(=O)Nc2ccc3c(c2)OCCO3)cc1OCC	-6	2.6%	-13	4%	2%	-16	-4%	0	1
CC1Cc2ccccc2N1C(=O)c1ccc(N2CCCC2)c([N+](=O)[O-])c1 (stereo not drawn)	-10	-0.7%	-4	0%	0%	-10	-7%	0	14
CC1CC(=O)N(C)c2cc([N+](=O)[O-])ccc2N1 (stereo not drawn)	13	3.1%	-4	-8%	0%	7	9%	-2	0
O=C(Nc1nccs1)c1ccc([N+](=O)[O-])cc1Cl	19	0.6%	3	-2%	3%	-12	2%	2	12
CC(C)Oc1ccc(CNC(=O)C2CCN(C(=O)N3CCOc4ccccc43)CC2)cc1	-4	1.0%	-11	-12%	1%	8	1%	1	-3
O=S(=O)(c1cccc2cccnc12)N(CCO)CCO	x	-0.6%	x	-9%	1%	-1	-1%	3	3
CC(C)N(Cc1nccn1C)C(=O)CC1C(=O)NCCN1Cc1ccccc1C(F)(F)F (stereo not drawn)	-6	-0.2%	-5	10%	-1%	7	-4%	0	9
CC(=O)OCC1(C)CN(c2ccccc2)N(C(C)=O)C1=O (stereo not drawn)	20	3.2%	-1	-9%	4%	-3	-5%	4	9
O=C(Nc1cccc(C(=O)N2CCOCC2)c1)NC1CCCCC1	-1	-0.4%	-7	-21%	-5%	1	2%	2	-4
COc1ccc(NC(=O)C2CCN(c3ccc(Sc4ccc(C)cc4)nn3)CC2)cc1	x	u	2	1%	1%	6	3%	-1	14
Cc1cc(C)nc(N2CCN(c3nc(-c4ccccc4)nc4c3oc3ccccc34)CC2)n1	3	x	x	3%	-1%	x	-4%	x	x
Cc1cc(C)c(OCCN2CCOCC2)c(Cl)c1	9	-0.4%	0	1%	0%	3	1%	6	-2
CCCOc1ccc(C(=O)Nc2cc(S(=O)(=O)N3CCOCC3)ccc2N2CCOCC2)cc1	-2	-1.0%	-10	7%	3%	-13	-2%	2	6
O=C(NN1CCOCC1)c1cccc2ccccc12	0	1.0%	2	13%	-3%	-2	0%	1	-2
Cc1cc(Cl)ccc1OCC(=O)Nc1nc(-c2cccnc2)cs1	5	1.6%	2	1%	-1%	6	0%	8	-23
Cc1nc2ccccc2nc1OCC(=O)Nc1ccc2ccccc2c1	-7	7.4%	-1	-14%	-4%	-16	-4%	6	-2
Cc1ccc(NC(=S)N2CC(C)OC(C)C2)cc1C (stereo not drawn)	7	-0.2%	9	-1%	-1%	15	-7%	-1	4
Cn1c(SCC(=O)N2CCOCC2)nc2sc3c(c2c1=O)CCCC3	-1	0.6%	-2	-14%	6%	-2	-6%	1	5
CCOc1ccccc1C1C(C(N)=O)=C(C)Nc2nc(-c3ccccc3Cl)nn21 (stereo not drawn)	5&-2	1.7%	-1	-3%&5%	-2%&-3%	5	-5%&-1%	1	x
O=C(O)CCc1ccc(-c2ccc(Br)cc2)n1CC(=O)O	-3	0.1%	3	-19%	-3%	5	-3%	-2	10
Cc1c(C)c2ccc(OCC(=O)Nc3cccnc3)c(C)c2oc1=O	8	24%	-6	-5%	4%	-1	0%	2	17
COc1ccc(-c2nc(Cc3ccc(Cl)cc3)no2)cc1OC	-15	1.2%	-5	7%	-4%	8	0%	11	0
O=C(CN1CCNCC1)Nc1ccccc1Cl	2	-0.3%	-6	-6%	-5%	-5	-3%	2	1
COc1ccc(OCCSc2nc3ccccc3n2CCC(=O)O)cc1	3	0.0%	-2	0%	-2%	5	5%	0	-4
CCCCOc1c(Cl)cc(C(=O)N(Cc2ccc(C)o2)C2CCS(=O)(=O)C2)cc1Cl (stereo not drawn)	x	-0.4%	6	2%	1%	3	-2%	23	11
Cc1ccc(-c2nnc(N(C)C(=O)c3cccnc3)s2)cn1	-6	0.1%	-6	x	1%	-10	1%	3	6
Nc1ncc(S(=O)(=O)NCc2ccccc2)cn1	2	-0.4%	-3	3%	-4%	16	6%	0	-2
CC1=CN2C(=N)/C(=C/c3ccc(Sc4ccc(Cl)cc4)o3)C(=O)N=C2S1	3	-1.2%	1	u	5%	0	u	4	-3
NS(=O)(=O)c1ccc(CCNC(=O)c2ccc(NC3=NC4CS(=O)(=O)CC4S3)cc2)cc1 (stereo not drawn)	-11	5.7%	-4	14%	-5%	6	2%	2	9
O=C(CCCOc1ccc(Cl)cc1Cl)NCCCn1ccnc1	3	-0.6%	1	-10%	1%	8	-1%	1	x
CCOC(=O)N1CCN(CCC(=O)Nc2ccc(C)cc2)CC1	-6	-1.1%	-4	5%	-2%	13	-1%	1	-1
CC(/C=N/NC(=O)c1cc(-c2cccnc2)nc2c1c(C)nn2-c1ccccc1)=C\c1ccccc1	11	0.1%	10	0%	-6%	-13	1%	3	0
CCOC(=O)N1CCN(C(=O)CCc2ccc(S(=O)(=O)NC(C)(C)C)cc2)CC1	-3	-1.9%	-3	0%	5%	-13	-4%	12	1
COc1ccc(Cn2nnnc2C(c2ccccc2Cl)N2CCN(C3CCCC3)CC2)cc1 (stereo not drawn)	-10	0.0%	-2	-3%	-1%	2	0%	5	-14
Cc1ccc(C(=O)N2CC(C)OC(C)C2)c(Cl)c1 (stereo not drawn)	-13	0.8%	-3	5%	-1%	-7	1%	4	21
COc1ccccc1N1CCN(CC(O)COc2ccc(C)c(C)c2)CC1 (stereo not drawn)	-16	-1.3%	-1	-6%	-2%	-22	-6%	9	x
CCN(CCn1cccn1)C(=O)c1cc(COc2ccc(F)cc2Cl)on1	-3	0.0%	-2	-5%	0%	-19	-6%	10	-2
CCCN(C(=O)COC(=O)CSc1ccc([N+](=O)[O-])cc1)C1CCS(=O)(=O)C1 (stereo not drawn)	-1	1.4%	-8	-31%	-7%	-4	6%	1	-7
CCOC(=O)CSc1nc2sc3c(c2c(=O)n1-c1ccccc1)CCC(C(C)(C)C)C3 (stereo not drawn)	x	-1.2%	1	6%	-3%	3	-2%	1	-14
O=S1(=O)C=C(Sc2nc3ccccc3s2)c2ccccc21	u	-0.2%	0	-4%	-14%	-5	u	6	19
Cc1ccc(N(C(C)C(=O)N2CCN(Cc3ccccc3)CC2)S(C)(=O)=O)cc1 (stereo not drawn)	-18	0.3%	-1	2%	-6%	8	1%	13	2
COc1ccc(COC(=O)c2c(C)nn(-c3ccccc3)c2Cl)cc1	-5	-0.2%	-7	-3%	1%	-37*	-6%	25	3
Cc1ccc(NC(=O)Cn2c(=O)n(-c3ccc(Cl)c(Cl)c3)c(=O)c3c(C)c(C)sc32)c(C)c1	7	-0.5%	1	x	x	-1	x	1	-6
Cc1ccc(-c2c(C)n([O-])c3c([n+]2=O)CCCCC3)o1	-10	0.3%	13	0%	-8%	-2	2%	0	6
Cc1cc(-c2ccc(S(=O)(=O)N3CCN(c4ccc(F)cc4)CC3)s2)on1	14	-0.4%	-5	-6%	-3%	-1	2%	4	-3
CCn1c(COc2cccc(OC)c2)nnc1SCC(=O)Nc1ccccc1C(=O)OC	-7	1.7%	-7	-2%	-3%	6	4%	3	-7
Cc1ccc(S(=O)(=O)NCCSc2nnnn2-c2ccc(C(N)=O)cc2)cc1	x	1.2%	6	1%	-1%	-14	-1%	-2	4
COc1ccc(C(=O)C2C(c3ccc(-c4ccccc4[N+](=O)[O-])o3)NC(=O)NC2(O)C(F)(F)F)cc1 (stereo not drawn)	-10	1.2%	-2	-5%	0%	12	-3%	4	-6
CNC[C@H](NC[C@@H](NCCCc1ccccc1)c1ccccc1)[C@H](C)O	x	-0.5%	-2	-3%	-5%	-10	-1%	3	2
O=C(O)c1cccc2[nH]c(C(F)(F)F)nc12	-5	1.1%	-3	0%	-1%	40	2%	2	3
Cc1ccc(-c2csc(NC(=O)c3ccco3)n2)cc1C	3	0.1%	3	-3%	3%	0	2%	7	-1
CC1=C(C#N)C(=O)N(C2CCS(=O)(=O)C2)C(=O)/C1=C\c1ccc(C)o1 (stereo not drawn)	x	5.5%	-2	x	x	-5	x	15	8
CN(C)c1ccc(/C=C2\C(=N)N3N=C(CC(=O)N4CCCC4)SC3=NC2=O)cc1Br	u	-3.5%	4	-16%	1%	-28	-4%	2	-4
O=C(O)/C=C/C(=O)Nc1ccc(Oc2ccccc2)cc1	-17	-1.7%	1	-3%	0%	-11	2%	3	-5
COCCNC(=S)Nc1cc(OC)c(NC(=O)c2ccco2)cc1OC	1	0.6%	-6	2%	0%	9	13%	5	3
COc1ccccc1C(=O)Nc1cc2c(ccc3ccccc32)oc1=O	x	0.0%	-6	x	x	9	x	0	1
COc1ccc2c(c1)CCCC21NC(=O)NC1=O (stereo not drawn)	-7	-0.1%	2	3%	-3%	-10	0%	1	x
COc1ccc(S(=O)(=O)N(C)C)cc1NC(=O)[C@H](Cc1ccccc1)N1C(=O)c2ccccc2C1=O	-13	1.8%	-4	-23%	-4%	-12	3%	6	1

Of the compounds above, two contain bromine:
SMILES	RXFP1 antag	RXFP1 ag	D1 potentiator	Vif-A3F inh	GRP78 ERSR act	D1 antagonist	Vif-APOBEC3G blk	D1 ag	D2 PAM
O=C(O)CCc1ccc(-c2ccc(Br)cc2)n1CC(=O)O	-3	0.1%	3	-19%	-3%	5	-3%	-2	10
CN(C)c1ccc(/C=C2\C(=N)N3N=C(CC(=O)N4CCCC4)SC3=NC2=O)cc1Br	u	-3.5%	4	-16%	1%	-28	-4%	2	-4

Bioassay records deposited in PubChem BioAssay by National Center for Advancing Translational Sciences (NCATS).
